# TDP1 inh: qHTS Assay for Inhibitors of Tyrosyl-DNA Phosphodiesterase (TDP1); AID 485290, 2010; 350,000 compounds, 0.28% hits; recombinant TDP1, AlphaScreen DNA substrate cleavage; Potency, µM (titrated, usually from 130 µM), for the others: top-dose activity change, negative = inhibition, actives largely listed as inhibitors; Tyrosyl-DNA phosphodiesterase 1 (Homo sapiens), Q9NUW8; note: nearly all actives have a fitted effect of over 40% in size
# Target sequence (Q9NUW8 whole entry, looked up): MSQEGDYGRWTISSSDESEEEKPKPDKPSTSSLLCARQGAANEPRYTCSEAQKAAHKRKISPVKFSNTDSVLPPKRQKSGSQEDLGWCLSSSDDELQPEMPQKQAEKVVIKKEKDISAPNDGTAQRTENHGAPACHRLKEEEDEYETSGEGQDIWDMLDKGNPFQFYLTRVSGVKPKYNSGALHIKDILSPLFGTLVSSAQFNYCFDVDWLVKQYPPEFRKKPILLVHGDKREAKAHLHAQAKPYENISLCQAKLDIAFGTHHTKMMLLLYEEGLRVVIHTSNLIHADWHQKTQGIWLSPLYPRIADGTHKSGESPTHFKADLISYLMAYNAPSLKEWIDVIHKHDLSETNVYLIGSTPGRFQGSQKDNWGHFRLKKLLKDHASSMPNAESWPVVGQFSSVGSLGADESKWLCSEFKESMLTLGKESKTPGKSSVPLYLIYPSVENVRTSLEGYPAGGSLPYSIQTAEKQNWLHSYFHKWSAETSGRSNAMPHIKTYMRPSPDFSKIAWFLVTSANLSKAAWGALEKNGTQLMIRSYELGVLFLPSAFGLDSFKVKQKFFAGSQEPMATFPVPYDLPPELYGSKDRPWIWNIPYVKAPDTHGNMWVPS
#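 Recombinant human Tdp1 (E. coli-expressed, 1 nM final) preincubated with compounds 15 min at room temperature, then 5'-biotin/3'-phosphotyrosine-FITC DNA substrate (15 nM final) added for 5 min. AlphaScreen beads (10 ug/ml final) added 10 min; cleavage lowers signal.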
# TDP1 cell CPT: qHTS for Inhibitors of human tyrosyl-DNA phosphodiesterase 1 (TDP1): qHTS in cells in presence of CPT | chicken DT40 Tdp1-/-;hTDP1 cells + 20 nM CPT, ATP luminescence, 48 h | Potency, µM (top dose mostly 46.2 µM), for the others: top-dose activity change, negative = growth inhibition, actives largely listed as inhibitors | 420,000 compounds, 12% hits | AID 686979, 2013; note: nearly all actives have a fitted effect of over 55% in size
#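 Chicken DT40 Tdp1-/- cells stably complemented with human TDP1 were seeded at 400 cells/well in medium containing 20 nM camptothecin, exposed to pin-transferred compounds, and grown at 37 °C for at least 48 hr. Viability was read as ATP luminescence.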
# DT40 TDP1 no CPT: qHTS for Inhibitors of human tyrosyl-DNA phosphodiesterase 1 (TDP1): qHTS in cells in absence of CPT; DT40 Tdp1-/- hTDP1 cells, no CPT, ATP luminescence, 48 h; Potency, µM (series often up to 46.2 µM), for inactives: top-dose activity change, negative = growth inhibition, hits mostly inhibitors; 420,000 compounds, 15% hits; note: nearly all actives have a fitted effect of over 55% in size
#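 Luminescent ATP content (CellTiter-Glo) served as the growth readout. Knockout chicken DT40 cells expressing human TDP1 were exposed to compounds without camptothecin for a minimum 48 hr at 37 °C.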
# An asterisk follows results filed as active; ? = inconclusive; nt = no result given; & = joins results of further samples; [ ] = another dose, or the depositor's remark. Calls come from the whole dose curve; as a rule, active = well fitted curve in the direction sought with a large enough effect; inconclusive = small, poorly fitted or top-dose-only effect, or another doubt; inactive = no such curve, though single readings can be large; an effect the other way counts as inactive or inconclusive. % is set by controls: 0 for no effect and ±100 for the full control effect; potency is the fitted concentration of half-maximal effect.
SMILES,TDP1 inh,TDP1 cell CPT,DT40 TDP1 no CPT
O=C(Nc1ncc([N+](=O)[O-])s1)c1ccccc1Br,8%,21µM*,18µM*
Cn1nc(C(=O)N2CCOCC2)c([N+](=O)[O-])c1C(=O)N1CCOCC1,-3%,-15%,2%
Cc1ccc(-c2nc3ccc(C)cn3c2Cc2ccccn2)cc1,nt,?,18µM*
COC(=O)c1[nH]c(=O)c2ccccc2c1OCc1ccccc1,7%,-15%,-17%
CCC(=O)Nc1ccc(-c2ccc(N3CCN(C)CC3)nn2)cc1,2%,1%,-2%
c1ccc(N2CCN(c3nc4cc5c(cc4s3)OCCO5)CC2)cc1,1%,?,-20%
N/C(=N\OC(=O)CCN1C(=O)c2ccccc2C1=O)c1ccccn1,2%,-16%,0%
Cc1ccc2nc(SCC(=O)N3CCOc4ccc(CN5C[C@@H](C)O[C@@H](C)C5)cc4C3)[nH]c2c1,nt,-6%[9.04 µM],?
CCN1CCCC1CNCc1ccc(Cl)cc1Cl (stereo not given),2%,-6%,0%
Cc1ccc(NC(=O)/C(=C\c2cccc(Br)c2)NC(=O)c2ccco2)cc1,7%,?,-26%
O=C(Nc1ccncc1)C1CCN(S(=O)(=O)c2ccccc2C(F)(F)F)CC1,4%,15µM*,26µM*
Cc1ccc(CNC(=O)C2CCC(CNc3c(N4CCOCC4)c(=O)c3=O)CC2)cc1 (stereo not given),5%,10%,1%
COc1ccccc1N1CCN(CC(=O)Nc2ccnn2C2CCCC2)CC1,1%[56.1 µM],?,?
N#Cc1ccc(C23CC4(C2)[C@H](CN(Cc2cccnc2)[C@@H]4c2ccccc2)C3c2ccccc2)cc1 (stereo not given in full),13%&7%,9.2µM*,7.3µM*
Nc1ccc(Oc2c(Cl)cccc2Cl)nc1,8%,-22%,-18%
COCCNC(=O)C1(C)CCCN(C(=O)c2cccc(C(F)(F)F)c2)C1 (stereo not given),nt,-18%,-17%
CCOc1ccc(NC(=O)NCC2CCN(Cc3ccc(F)cc3)CC2)cc1,nt,1%,3%
O=C1[C@@H]2[C@@H]3C[C@@H]([C@H]4ON=C(c5ccc(Cl)cc5Cl)[C@@H]34)[C@@H]2C(=O)N1C1CCCCC1,0%,?,?
COc1ccc(-c2[nH][nH]c(=O)c2NC(=O)c2ccccc2Br)cc1,nt,-2%,-2%
CC(NC(=O)c1cccnc1)C(c1cccs1)N1CCOCC1 (stereo not given),0%,-7%,-6%
Cn1c(=O)n(C)c2cc(NS(=O)(=O)c3ccc(Cl)s3)ccc21,0%,-22%,?
CCCS(=O)(=O)NC(=O)C1(C)CCN1C(=O)Cc1ccc(Cl)cc1Cl (stereo not given),nt,8%,-1%
O=C(COc1ccc(Cl)cc1Cl)NCCN1CCCCC1,nt,-10%,-29%
CCOC(=O)N1CCC(NC(=O)CN(c2ccc(C(C)C)cc2)S(=O)(=O)c2c(C)nn(C)c2C)CC1,2%,?,4%
Cc1cccc(N2CC(c3nc4ccccc4n3C)CC2=O)c1C (stereo not given),0%,-26%,-8%
Nc1c(C(=O)Nc2cccc(C(F)(F)F)c2)c2ccccn2c1C(=O)c1ccccc1,3%,?,?
O=C(NC(=S)Nc1ccccc1O)c1ccc(-c2ccc(Cl)cc2)o1,10%,23µM*,16µM*
COc1cccc(/C=N/NC(=O)CNC(=O)COc2ccccc2)c1O,nt,6.5µM*,7.3µM*
Cc1cc2c3c(c1)C1(SCC(=O)N1c1ccc(F)cc1)C(=O)N3C(C)(C)CC2C (stereo not given),3%,?,?
CC1=C(C(=O)OCCC#N)C(c2cc3c(cc2Br)OCO3)NC(=O)N1 (stereo not given),nt,-15%,-5%
CCCCn1c(N)c(N(CC(C)C)C(=O)C2CCN(S(=O)(=O)c3ccc(C)cc3C)CC2)c(=O)[nH]c1=O,-3%,-11%,-6%
COc1cccc(CNC(=O)C2CCN(Cc3cc4ccccc4n3Cc3ccccc3)CC2)c1OC,8%,?,?
CCOC(=O)[C@]12CCC=C1N(Cc1cccc3ccccc13)C(=O)[C@H](CC(=O)NCc1ccccc1)C2,nt,?,?
O=C(COc1ccc(-c2nnco2)cc1)N1CCN(S(=O)(=O)c2ccc3ccccc3c2)CC1,-1%,-15%,?
CC(C)(C)C(=O)Nc1nc(-c2ccccc2)ns1,1%,?,?
O=C1NC[C@H](CC2CCCCC2)N(CCC23CC4CC(CC(C4)C2)C3)C1=O,nt,-8%,-16%

# 4 entries picked at random from the list so far:
SMILES,TDP1 inh,TDP1 cell CPT,DT40 TDP1 no CPT
Cc1ccc(NC(=O)/C(=C\c2cccc(Br)c2)NC(=O)c2ccco2)cc1,7%,?,-26%
O=C(Nc1ccncc1)C1CCN(S(=O)(=O)c2ccccc2C(F)(F)F)CC1,4%,15µM*,26µM*
Nc1c(C(=O)Nc2cccc(C(F)(F)F)c2)c2ccccn2c1C(=O)c1ccccc1,3%,?,?
Cc1cc2c3c(c1)C1(SCC(=O)N1c1ccc(F)cc1)C(=O)N3C(C)(C)CC2C (stereo not given),3%,?,?

# Next part:
SMILES,TDP1 inh,TDP1 cell CPT,DT40 TDP1 no CPT
CCCNC(=O)C1(C)CCCN(C(=O)c2cc(F)cc(F)c2)C1 (stereo not given),nt,6%,-15%
O=C(Nc1ncccn1)C1CCCCC1,2%,9%,4%
CC(=O)OCON[N+]([O-])=NC(C)C,0%,11µM*,?
O=C(NN1C(=O)NC2(CCCCC2)C1=O)c1ccc(-c2ccc(Cl)cc2)o1,2%,?,?
O=C(Cc1ccccc1)N/N=C/c1ccccn1,nt,-12%,-15%
COc1ccccc1C(=O)NCC1CCN(c2ccc(S(=O)(=O)N3CCOCC3)cc2)CC1,6%,21µM*,23µM*
O=C(NCc1ccc(F)cc1)C(c1cccnc1)N(C(=O)c1csnn1)c1ccccc1 (stereo not given),12%,-4%,-12%
C=CC[C@@H](CC(=O)N[C@H](CO)Cc1ccccc1)C(=O)N[C@H](C)COC(=O)[C@@H](CC=C)CC(=O)OC(C)(C)C,0%,?,?
CC(Sc1ccccn1)C(=O)NC1CCCC1 (stereo not given),1%[56.1 µM],7%,0%
COc1cccc(C(=O)NC(C)C(c2cccs2)N2CCOCC2)c1 (stereo not given),3%,-2%,?
COc1ccc(C(=O)NC2CCN(C(=O)NCc3ccccc3)CC2)cc1,-14%,6%,-4%
CCC1(CC)C(=O)C2=C3C1[C@H](C(=O)OC)C=C(C(=O)OC)C[C@H]3[C@H]1C(=O)N(Cc3ccccc3)C(=O)[C@H]1[C@H]2C (stereo not given in full),7%,4.6µM*,16µM*
COc1ccc(Cl)cc1S(=O)(=O)NCc1cccs1,3%,-20%,-2%
COc1ccc(/C=N/NS(=O)(=O)c2ccccc2)cc1OC,nt,21µM*,23µM*
O=C1CCN(CCCc2ccccc2)CCN1[C@H](CO)Cc1ccccc1,nt,?,-68%
CCCOc1ccccc1C1NC(=O)NC(C)=C1C(=O)OCc1ccccc1 (stereo not given),-2%,23µM*,?
Cc1sc2ncn(CC(=O)NCCCC(=O)N3CCCCC3)c(=O)c2c1C,14%,?,-1%
COc1cc(OC)c(OC)cc1/C=N/Nc1ncnc2c1[nH]c1ccccc12,1%,-21%,?
COCCCNC(=O)c1cc(Cc2ccccc2)sc1N,nt,?,?
Cc1nn(-c2ccccn2)c2c1C(=O)CC(C)(C)C2N=[N+]=[N-] (stereo not given),nt,?,?
CC(=O)Nc1ccc(NS(=O)(=O)c2c(Cl)cccc2Cl)cc1,nt,?,?
C#CCOCCOCCOCCNc1nc(N2CCOCC2)nc(N2CCN(C(=O)[C@H]([C@@H](C)CC)n3cc([C@@H](N)CO)nn3)CC2)n1,0%,-5%,-3%
Cc1ccc(Cn2c(=O)n(-c3ccc(C)cc3)c(=O)c3c2c2cc(C)ccc2n3C)cc1,6%,8%,-13%
CCNC(=O)OCc1cn(-c2ccccc2)nn1,0%,0%,-15%
Cc1cc(C)nc(/N=C(/NC(=O)c2ccccc2)Nc2ccccc2)n1,-1%,-12%,-28%
CCc1ccccc1NC(=O)Cn1ccn(Cc2ccccc2)c(=O)c1=O,0%,2%,-8%
Cc1ccc(NC(=O)CC(=O)NCCN2CCOCC2)cc1,2%,-13%,-2%
Cc1c2cnn(CC(=O)Nc3ccc(F)cc3F)c(=O)c2c(C)n1Cc1cccc(Cl)c1,0%,-26%,?
CCOC(=O)N1CCN(C(=O)Nc2cccc3ccccc23)CC1,-4%,-10%,-19%
CCc1c(C)sc(NC(=O)c2cc(C)on2)c1C#N,5%,?,-27%
O=C(Nc1ccc(F)c(Cl)c1)N1CCCCCC1,4%[56.1 µM],-5%,1%
CCOC(=O)c1nnn(CC(=O)Nc2cccc(OC)c2)c1C(=O)OCC,7%,-16%,-9%
CC1=C(C(=O)N2CCCCC2)C2(CCC(C)CC2)OC1=O (stereo not given),3%,1%,8%
CC(=O)C(=Cc1ccccc1)c1ccccc1,nt,?,-28%
CCC(=O)Nc1ccc(C(=O)NNC(=O)COc2cc(C)ccc2C)cc1,3%,-5%,-28%
O=S(=O)(CCN1CCOCC1)c1ccc(Cl)cc1,nt,21%,11%
O=C(OCCN1CCOCC1)C(c1ccccc1)c1ccccc1,-4%,?,-17%
O=C(CSc1ncnc2c1oc1ccccc12)Nc1cccc(F)c1,-4%,?,?
CCOC(=O)c1cc(C)sc1NC(=O)CCC(=O)O,2%,-27%,-17%
CC(=O)Oc1ccc(CN2C(=O)C(CCc3ccccc3)ON=C2c2cnccn2)cc1 (stereo not given),nt,?,?
O=C(NCc1ccccn1)c1[nH]c(C(F)(F)F)nc1-c1ccccc1,nt,0%,1%
CCc1ccc(NC(=O)C(=O)NCCN2CCN(C(=O)c3ccc(OC)cc3)CC2)cc1,nt,?,13µM*
Cc1cc(C)c2c(n1)SCC(=O)N2CC(=O)Nc1cccc(Cl)c1,nt,?,-18%
Cc1cnc(C(=O)N2CCCC(C(=O)c3ccc(C(F)(F)F)cc3)C2)cn1 (stereo not given),nt,?,?
CC1CCCCN1S(=O)(=O)c1ccc(C(=O)Nc2sc3c(c2C(N)=O)CC(C)(C)NC3(C)C)cc1 (stereo not given),0%,26µM*,?
CCN(CC)S(=O)(=O)c1ccc(N2CCCC2)c(C(=O)OCC(=O)/C(C#N)=C(\C)N)c1,-5%,-5%,-19%
CC1=CC(c2ccc(Cl)cc2)n2nc(NS(=O)(=O)c3ccc(C)cc3)nc2N1 (stereo not given),0%,?,?
Cc1ccc(C)c(Cn2c(C(C)O)nc3ccccc32)c1 (stereo not given),5%,?,?

# One compound at a time, from the list above.
# `Cc1cc(C)c2c(n1)SCC(=O)N2CC(=O)Nc1cccc(Cl)c1` in the list: TDP1 inh = nt; TDP1 cell CPT = ?; DT40 TDP1 no CPT = -18%
# `N/C(=N\OC(=O)CCN1C(=O)c2ccccc2C1=O)c1ccccn1` in the list: TDP1 inh = 2%; TDP1 cell CPT = -16%; DT40 TDP1 no CPT = 0%
# `CCc1c(C)sc(NC(=O)c2cc(C)on2)c1C#N` in the list: TDP1 inh = 5%; TDP1 cell CPT = ?; DT40 TDP1 no CPT = -27%

# Other records follow.
SMILES,TDP1 inh,TDP1 cell CPT,DT40 TDP1 no CPT
Cc1ccc(CNC(=O)CCn2nc(-c3ccc(Cl)cc3)ccc2=O)cc1,1%,-10%,-11%
CC1Oc2ccccc2OC1(O)c1ccccn1 (stereo not given),0%,1%,-1%
O=C(COC(=O)COc1ccc(Cl)cc1Cl)NC1CCCC1,2%,-3%,-13%
CCOc1cc(C(=O)NCCOC)cc(OCC)c1OCC,2%,1%,-2%
CCC(c1nnnn1-c1ccc2c(c1)OCCO2)N1CCN(c2ccc(F)cc2)CC1 (stereo not given),nt,15µM*,16µM*
CCOC(=O)C1=C(C)NC(=O)NC1c1cccc(O)c1 (stereo not given),2%,-14%,-5%
O=C(CNC(=O)Cc1ccccc1)NCC(=O)OCc1ccc(C(=O)c2ccccc2)cc1,6%,-23%,-22%
O=C(OCc1cn([C@@H]2C[C@H](c3ccccc3)N(Cc3cccs3)C[C@H]2O)nn1)c1ccccc1,nt,-12%,-27%
c1ccc(Cn2nnnc2C(c2ccccc2)N2CCN(Cc3ccncc3)CC2)cc1 (stereo not given),nt,?,?
Cc1ccc(-n2[nH]c(C)c(C=Nc3ccc4[nH]c(=O)[nH]c4c3)c2=O)cc1,2%,16µM*,16µM*
COc1ccc(C2C(C(=O)NC(C)C)c3ccccc3C(=O)N2C)cc1OC (stereo not given),7%,5%,6%
COC(=O)c1cc(S(=O)(=O)NCC2CCN(Cc3cccc(F)c3)CC2)cn1C,2%&-5%,-5%&-22%,?
